# Lmaj promast: Leishmania major promastigote growth inhibition, primary screen; Leishmania major promastigotes, resazurin fluorescence viability; AID 1063, 2008; 9% of 200,000 active; inhibition, % at 10 µM; in the data active means inhibition above about 50%;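 further: promastigotes grown with compound for 44 hours at 28 °C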
# Diaph inh CS: diaphorase inhibitors and chemical oxidizers, primary screen, counter-screen for diaphorase-coupled primary assays, biochemical, uHTS, resorufin fluorescence; diaphorase resazurin-to-resorufin fluorescence, NADH, 16 min; bacterial (C. kluyveri) enzyme, not human; 0.69% of 190,000 active; inhibition, % at 20 µM;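 active means primary screen inhibition at 20 µM above a set limit, cut at about 50% in these data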;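 further: plate controls were DMSO with full reaction for no effect and wells lacking NADH for full effect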
#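 Benchmarks: positive control wells lacking NADH, neutral wells with DMSO only. System: bacterial diaphorase enzyme (C. kluyveri). Input: 0.14 U/mL diaphorase, enzyme working solution. Detection: resorufin fluorescence, excitation 544 nm, emission 590 nm. Times: 16-min room-temperature incubation before reading.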
# PMI act hi M6P: human PMI activators, high substrate, primary screen, biochemical, fluorescence intensity, near-saturating mannose 6-phosphate | coupled PMI enzyme assay, resazurin fluorescence, 20 min; active compounds read high; 1 = untreated enzyme, 0 = substrate-free blank | activation factor at 20 µM | 0.34% of 190,000 active | AID 1216, 2008;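 active means activation factor of 2 or more at 20 µM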
# Target sequence (P34949 whole entry, looked up): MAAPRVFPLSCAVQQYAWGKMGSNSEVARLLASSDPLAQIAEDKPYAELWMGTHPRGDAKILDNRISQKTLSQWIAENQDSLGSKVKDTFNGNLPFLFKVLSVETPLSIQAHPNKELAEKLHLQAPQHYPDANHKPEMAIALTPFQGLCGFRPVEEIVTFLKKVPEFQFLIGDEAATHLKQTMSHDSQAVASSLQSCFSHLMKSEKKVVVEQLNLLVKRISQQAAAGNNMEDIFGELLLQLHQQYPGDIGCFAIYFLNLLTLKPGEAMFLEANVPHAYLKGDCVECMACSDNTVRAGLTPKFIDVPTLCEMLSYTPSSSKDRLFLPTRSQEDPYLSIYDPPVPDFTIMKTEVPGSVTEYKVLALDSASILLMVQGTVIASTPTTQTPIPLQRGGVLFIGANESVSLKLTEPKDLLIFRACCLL
#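 test system = human PMI in coupled enzyme assay | medium = HEPES-buffered pH 7.4 with magnesium and detergent | also added = 1.0 mM mannose-6-phosphate substrate with 0.22 mM NADP+ | compound = 20 µM single dose | times = 20 min incubation at room temperature | measured by = resorufin fluorescence (Ex 544/Em 590 nm) from resazurin via diaphorase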
# PMI activator: activators of human PMI, primary screen, biochemical, fluorescence intensity, near-Km mannose 6-phosphate; Mannose-6-phosphate isomerase (Homo sapiens), P34949; purified human PMI, coupled resazurin fluorescence, 20 min; active compounds read high; 1 = vehicle control, 0 substrate-free wells; activation factor at 20 µM; 0.005% of 190,000 active;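 active means activation factor of 2 or more at 20 µM, relative to plate controls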
# TNAP act hiacc: TNAP activators at high phosphate acceptor level, primary screen, biochemical, luminescence, uHTS; 200,000 tested, under 10 active; AID 1136, 2008; purified TNAP, CDP-star luminescence, 1 M DEA, 30 min; active compounds read high; 0 = EDTA background, 1 = DMSO-only activity; activation factor at 20 µM; Alkaline phosphatase, tissue-nonspecific isozyme (Homo sapiens), P05186;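 active means activation factor at least 2 at 20 µM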
# Target sequence (P05186 whole entry, looked up): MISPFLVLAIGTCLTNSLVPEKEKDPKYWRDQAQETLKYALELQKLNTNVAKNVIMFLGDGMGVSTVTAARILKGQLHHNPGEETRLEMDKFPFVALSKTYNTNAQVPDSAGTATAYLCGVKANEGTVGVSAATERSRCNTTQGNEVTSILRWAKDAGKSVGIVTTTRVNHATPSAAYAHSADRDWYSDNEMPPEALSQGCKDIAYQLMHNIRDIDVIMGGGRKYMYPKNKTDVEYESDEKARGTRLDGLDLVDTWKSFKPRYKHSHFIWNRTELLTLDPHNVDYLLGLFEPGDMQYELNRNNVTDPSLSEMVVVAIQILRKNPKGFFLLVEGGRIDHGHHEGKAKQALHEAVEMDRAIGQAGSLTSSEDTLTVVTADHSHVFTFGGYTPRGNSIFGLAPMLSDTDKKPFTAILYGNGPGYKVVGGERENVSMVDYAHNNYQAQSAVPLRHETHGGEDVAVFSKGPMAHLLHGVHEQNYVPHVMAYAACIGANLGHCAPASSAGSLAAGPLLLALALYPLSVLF
#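 Control set: EDTA negative control, DMSO positive control / Assay system: human TNAP / Quantity: TNAP 1/800 final / Evaluation: TNAP activation factor scaled between EDTA and DMSO control wells / Measured by: luminescent substrate turnover signal / Compound dosing: one dose, 20 µM / Times: 30 min enzyme reaction at room temperature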
# Diaph act CS: compounds boosting diaphorase resazurin reduction – biochemical, uHTS, resorufin fluorescence, counter-screen for diaphorase-coupled primary assays, primary screen; Diaphorase/resazurin coupled assay, 16 min; active compounds read high; 1 = vehicle wells, 0 = NADH-free wells; activation factor at 20 µM; 0.005% of 190,000 active;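 active means diaphorase activity raised at least twofold by the compound at 20 µM; inactive means activation factor below 2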
#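 Material: Purified diaphorase enzyme from Clostridium kluyveri | Buffer or medium: 50 mM HEPES pH 7.4 with 4.542 mM MgCl2, 0.005% Tween 20 | Times: 16 min enzyme reaction, ambient temperature | Signal: Red resorufin fluorescence at 544/590 nm excitation/emission | Measure: Increased resorufin signal from activators or reducing compounds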
# TNAP inh noacc: human TNAP enzyme inhibitors, primary screen, biochemical, luminescent, no phosphate acceptor, uHTS | inhibition, % at 20 µM | 0.26% of 200,000 active | AID 1012, 2008 | purified TNAP, CDP-star luminescence, 30 min;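 active means tissue-nonspecific alkaline phosphatase inhibition above about 50% at 20 µM in the single-dose screen, limit read from the data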;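 further: 0% = DMSO negative control and 100% = EDTA positive control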
# TNAP inh hi DEA: human TNAP enzyme inhibitors, primary screen, biochemical, luminescent, high phosphate acceptor level, uHTS; Alkaline phosphatase, tissue-nonspecific isozyme (Homo sapiens), P05186; purified TNAP, CDP-star luminescence, 1 M DEA; inhibition, % at 20 µM; 0.03% of 200,000 active;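 active means over 50% inhibition of tissue-nonspecific alkaline phosphatase at 20 µM in the single-dose screen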;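 further: plate controls were DMSO wells for no effect and EDTA-quenched wells as full inhibition for full effect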
# bIAP inh: bovine intestinal alkaline phosphatase inhibitors, primary screen, selectivity assay for TNAP inhibitor project, biochemical, bovine IAP, CDP-star luminescence; purified bovine IAP, 30 min; alkaline phosphatase, intestinal [Bos taurus]; inhibition, % at 20 µM; 190,000 tested, under 10 active;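 active means over 50% inhibition of intestinal alkaline phosphatase at 20 µM in the single-dose screen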
#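 Assay system: bovine IAP enzyme; medium: DEA buffer 100 mM, pH 9.8, with MgCl2 1.0 mM, ZnCl2 0.02 mM; doses: 20 µM single dose; incubation: enzyme reaction for 30 min at room temperature; detection: CDP-star luminescence signal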
# bIAP act: bovine intestinal alkaline phosphatase activators, primary screen, biochemical, bovine IAP, CDP-star luminescence; alkaline phosphatase, intestinal [Bos taurus]; purified bovine IAP, 30 min; active compounds read high; fold of DMSO-control signal, blank-subtracted; activation factor at 20 µM; 0.17% of 200,000 active;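 active means activation factor of 2 or more at 20 µM, a signal rise over negative controls twice the positive control's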
# The depositor's hits bear a star.
SMILES,Lmaj promast,Diaph inh CS,PMI act hi M6P,PMI activator,TNAP act hiacc,Diaph act CS,TNAP inh noacc,TNAP inh hi DEA,bIAP inh,bIAP act
Cc1cc(Nc2nc3ccccc3nc2Cl)n(-c2ccc([N+](=O)[O-])cc2)n1,27,10,1,1,1,0.9,-10,4,16,0.8
COc1ccc(/C=N\NC(=O)COc2ccccc2Cl)cc1Cn1nc(C)cc1C,3,0,1,1,1,1,-8,-1,5,1
O=C(CSc1nnc(-c2cccs2)n1-c1ccccc1)N1CCCc2ccccc21,31,9,1,1,1,0.9,5,-5,-1,1
CCCOc1ccc(C2/C(=C(/O)c3ccc(F)cc3)C(=O)C(=O)N2CCCN(C)C)cc1 (centres undefined),-5,11,0.9,0.8,1,0.9,-9,-2,0,1
O=C(Cn1nc(C(F)F)cc1C(F)F)NNC(=S)Nc1ccc([N+](=O)[O-])cc1,-7,52*,1.1,0.9,1,0.5,-103,4,0,1
COc1ccc(NC(=O)c2c[nH]n3c(=O)cc(C4CCN(C(=O)OC(C)(C)C)CC4)nc23)cc1Cl,-3,48,0.9,1,1,0.5,-34,-4,-7,1.1
Cc1cc(C)c(Nc2cc(S(=O)(=O)O)c(N)c3c2C(=O)c2ccccc2C3=O)c(C)c1,-3,80*,0.6,0.1,0.8,0.2,18,22,4,1
CC(C)(C)NC(=O)Cn1nnc(-c2ccc(Cl)cc2)n1,-9,11,1,1,1,0.9,-7,-4,6,0.9
O=C(Nc1nccs1)c1sc2ccccc2c1Cl,0,14,0.9,0.9,1,0.9,0,-4,19,0.8
CCc1ccc(N(CC(=O)Nc2ccccc2C(=O)N2CCOCC2)S(C)(=O)=O)cc1,51*,4,1,1.1,1,1,-14,-1,7,0.9
Nn1c(SCc2csc(-c3ccccc3)n2)nnc1-c1cccs1,-3,16,1,0.9,1,0.8,-11,-2,15,0.8
COC(=O)c1c(NC(=O)CN2CCC(C(N)=O)CC2)c2c(C)cccc2n1C,-2,10,0.9,0.9,1,0.9,-6,-3,6,0.9
O=c1[nH][nH]c(-c2ccccc2O)c1C(C[N+](=O)[O-])c1ccc(Br)cc1 (centres undefined),100*,8,1.1,1.1,0.7,0.9,38,32,1,1
O=C(COC(=O)CCCNC(=O)c1ccc(Cl)cc1)NC1CC1,0,7,1.1,1.1,1,0.9,-5,0,6,0.9
CC(NCc1ccco1)C(=O)N1CCc2ccccc2C1 (centres undefined),3,20,1,1,1.1,0.8,-5,-5,2,1
Cc1cc(OCC(=O)O/N=C(\N)Cc2cccs2)ccc1Br,-5,17,0.9,0.9,1,0.8,-5,1,7,0.9
COc1ccc2c(c1)CCc1c(C(=O)NCC(C)C)noc1-2,-2,19,0.9,0.9,0.9,0.8,-10,7,17,0.8
COc1ccc(Br)c(C(=O)Nn2c(C)nc3ccccc3c2=O)c1,4,8,1,1,1.1,0.9,-16,-7,4,1
Cc1cc(Cl)c(S(=O)(=O)Nc2ccc3c(c2)OCO3)cc1OCC(N)=O,0,6,1,1,1,0.9,-7,2,5,0.9
c1ccc(N/N=C(\Cc2ncc[nH]2)c2ccccc2)cc1,38,12,2.3*,1.5,1,0.9,-11,3,-18,1.2
CCOc1ccc(CCNC(=O)CN2CCN(Cc3ccccc3F)C2=O)cc1OCC,-4,7,1.1,1.1,1.1,0.9,2,-8,-8,1.1
CC(c1nccs1)N(C)C(=O)CCc1nnc(CCc2ccccc2)o1 (centres undefined),19,0,1,1,1.1,1,-10,-6,-22,1.2
C=CCn1c(SCC(=O)Nc2cccnc2Cl)nnc1-c1ccc(Cl)cc1,4,0,1,0.9,1,1,-6,-4,-1,1
Cc1cc(C)nc(Sc2ncnc3c2oc2ccccc23)n1,14,18,1,1,1.1,0.8,-7,-7,3,1
CC(C)(C)C1CCC(=NNC(=O)CC(=O)NCc2ccccc2)CC1 (centres undefined),-7,-5,1.1,1.1,1,1.1,0,0,4,1
CCN(Cc1nc2cc(OC)c(OC)cc2c(=O)[nH]1)C(=O)c1ccc(S(=O)(=O)N(C)C)cc1,-3,7,1,0.9,1,0.9,-5,4,-6,1.1
NS(=O)(=O)c1ccc(NC(=O)/C=C/c2cccc(Cl)c2)cc1,-3,10,1,1,0.9,0.9,10,8,-6,1.1
c1ccc(-c2csc(Nc3cccnc3)n2)nc1,58*,6,0.9,0.8,1,0.9,-15,-4,-13,1.1
CCCN1C(=O)c2ccc(C(=O)Nc3cc(C)on3)cc2C1=O,-2,7,0.9,0.9,1,0.9,-8,-3,-8,1.1
Cc1ccc(C)c(-c2csc(NC(=O)c3cnccn3)n2)c1,2,12,1,1,1,0.9,-17,-2,16,0.8
CC1(C)OC(=O)C(=NNc2ccc(O)cc2)C(=O)O1,5,16,0.9,0.9,0.9,0.8,6,9,28,0.7
COCCCN1C(=O)C(=O)/C(=C(/O)c2ccc3c(c2)CC(C)O3)C1c1cccnc1 (centres undefined),-3,15,1.1,0.9,1,0.8,-3,2,4,1
Cc1cc(CSc2ccccc2)ccc1NC(=O)c1ccc(Cl)c([N+](=O)[O-])c1,-1,-7,1.3,1.2,1,1.1,6,-5,23,0.8
CCC(C(=O)NCc1ccco1)N(C(=O)CNS(=O)(=O)c1ccccc1)c1ccc(OC)cc1 (centres undefined),0,-10,1.1,1.1,1.1,1.1,-3,-9,17,0.8
CCOC(=O)N1CCN(C(=O)CN(c2ccc(C)c(C)c2)S(=O)(=O)c2ccccc2)CC1,5,21,0.9,0.9,1.1,0.8,0,-9,-2,1
NC(=O)c1nsc(C(=O)N(CCc2ccccc2)C(C(=O)NC2CCCC2)c2ccco2)c1N (centres undefined),16,15,1,1,1,0.8,-9,-4,8,0.9
OCC1(Cc2ccccc2)CCN(Cc2cccc(F)c2F)CC1,13,4,1,1,1,1,-3,-3,-5,1
CCOC(=O)c1nn(-c2ccc(OCC)cc2)c2nc(-c3cccc(OC)c3)c(C#N)c(=O)n12,-2,7,1,1,1,0.9,1,4,-16,1.2
O=C(O)CSCC(=O)NCc1ccc(Cl)cc1Cl,-4,5,0.9,1,1,1,-2,-1,-6,1.1
COc1cccc(N2CC(=O)N(NC(=O)CSc3nc(C)cc(C)c3C#N)CC2=O)c1,-1,7,1.1,1,1,0.9,-10,-3,21,0.8

# Reformatted as labelled records: 2 of the compounds above
CCOC(=O)c1nn(-c2ccc(OCC)cc2)c2nc(-c3cccc(OC)c3)c(C#N)c(=O)n12
  Lmaj promast: -2
  Diaph inh CS: 7
  PMI act hi M6P: 1
  PMI activator: 1
  TNAP act hiacc: 1
  Diaph act CS: 0.9
  TNAP inh noacc: 1
  TNAP inh hi DEA: 4
  bIAP inh: -16
  bIAP act: 1.2

CCC(C(=O)NCc1ccco1)N(C(=O)CNS(=O)(=O)c1ccccc1)c1ccc(OC)cc1 (centres undefined)
  Lmaj promast: 0
  Diaph inh CS: -10
  PMI act hi M6P: 1.1
  PMI activator: 1.1
  TNAP act hiacc: 1.1
  Diaph act CS: 1.1
  TNAP inh noacc: -3
  TNAP inh hi DEA: -9
  bIAP inh: 17
  bIAP act: 0.8

# The listing continues:
SMILES,Lmaj promast,Diaph inh CS,PMI act hi M6P,PMI activator,TNAP act hiacc,Diaph act CS,TNAP inh noacc,TNAP inh hi DEA,bIAP inh,bIAP act
CCOC(=O)N1CCN(C(=O)COc2cccc3c2CCN(CC)C3=O)CC1,-7,9,1,1,1,0.9,-9,-3,3,1
O=c1[nH]c(/C=C2\C=Nc3ccccc32)c(O)n1Cc1ccccc1F,19,69*,0.8,0.8,1,0.3,-10,-4,5,1
CCN(CC)S(=O)(=O)c1csc(C(=O)NCc2ccccc2)c1,5,13,1,0.9,1,0.9,-7,-1,18,0.8
CC(Cn1cnc2ccccc21)C(=O)O (centres undefined),-10,8,1,1,1.1,0.9,-11,-6,3,1
CC(=O)Nc1cn(C(C)=O)c(C)n1,-6,10,1,1,1,0.9,-1,-2,7,0.9
CC(=O)Nc1nc(C2CC2)cc(-c2ccccc2)c1C#N,11,2,1,1,1,1,-2,-2,4,1
Cc1cc(Cl)ccc1NC(=S)NCc1cccs1,77*,13,1,0.9,1,0.9,-10,-4,23,0.8
Cc1ccc(CNc2oc(-c3ccco3)nc2S(=O)(=O)c2ccccc2)cc1,36,19,1.2,1.5,1,0.8,-7,-2,10,0.9
O=C(/C=C/c1ccc([N+](=O)[O-])cc1)NCCSCc1ccco1,63*,14,1,1,1,0.9,-10,-1,6,0.9
CCOC(=O)CSc1nc(N)c(C#N)c(-c2ccc(OCC)cc2)c1C#N,-1,10,1.1,1,1,0.9,-7,0,10,0.9
Cc1nn2c(C)c(C(=O)Nc3ccccc3)cnc2c1C#N,-3,7,1.1,1.1,1.1,0.9,-6,-6,16,0.8
Cc1ccccc1CNC(=O)c1ccccc1C(=O)O,-7,2,1.5,1.4,1,1,-8,0,7,0.9
CSc1ccc(-c2c(C#N)c(N)nc3c2c(C)nn3-c2ccccc2)cc1,0,20,0.9,0.9,1,0.8,-11,-2,3,1
CCOC(=O)C(CC)Sc1nc2c(c(=O)[nH]c(=O)n2C)n1C/C=C(/C)Cl (centres undefined),3,19,0.9,0.9,1,0.8,-7,1,-10,1.1
O=C(NCCSCc1ccccc1)c1ccccc1,-2,-6,1.1,1.1,0.9,1.1,-1,6,5,1
CN(C)c1nc(OCCNC(=O)COc2ccccc2Cl)nc(N(C)C)n1,31,12,1,1,1,0.9,-1,2,-33,1.3
COc1ccc(NC(=O)/C=C/c2ccccc2[N+](=O)[O-])c(OC)c1,-1,7,0.9,1,0.9,0.9,-8,6,13,0.9
COc1ccc(-n2cnc3c(cnn3CCC#N)c2=N)cc1,0,15,1,1,1.1,0.9,-14,-6,10,0.9
COc1ccc(C2C3=C(CCCC3=O)Nc3c(-c4ccccc4)c(C)nn32)cc1 (centres undefined),4,17,1,1,1,0.8,-14,-5,-4,1
O=C(Oc1nsnc1N1CCOCC1)N1CCOCC1,9,12,0.9,1,1.1,0.9,-12,-5,-5,1.1

# High-throughput results as filed in PubChem BioAssay.
